# Screening data (PubChem)
# ZTA counter: blocks Epstein-Barr virus ZTA, an EBNA-1 counter-screen | ZTA-DNA binding, fluorescence polarization | inhibition, % at 11 µM | hit rate 0.15% among 320,000 | AID 2234; in the data active = inhibition above about 33%
# CR mimetic SO: reduction of superoxide in aged yeast, primary screen, HTS; S. cerevisiae aged cells, superoxide DHE fluorescence; hits give low values; superoxide response (% of plate mean), % at 10 µM; hit rate 0.18% among 330,000;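 active = superoxide response under a set limit, about three screen SD below normal, cut at about 65% in these data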;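 note: yeast aged for seven days with compound at 30 °C before DHE staining; 100% = average MFI of all compound-treated wells on the plate with controls excluded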
# GLD-1 RNA inh: GLD-1/TGE RNA complex disruptors, primary screen, biochemical, fluorescence polarization | AID 2280, 2010 | inhibition, % at 5.96 µM | purified GLD-1 + fluorescein TGE RNA | hit rate 0.44% among 320,000 | Female germline-specific tumor suppressor gld-1 (Caenorhabditis elegans), Q17339;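 active = percent inhibition above a per-plate cutoff, the plate mean of test compounds plus 3 SD, cut at about 30% in these data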;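 note: 0% = DMSO wells with GLD-1 and probe and 100% = wells lacking GLD-1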
# Target sequence (Q17339 whole entry, looked up): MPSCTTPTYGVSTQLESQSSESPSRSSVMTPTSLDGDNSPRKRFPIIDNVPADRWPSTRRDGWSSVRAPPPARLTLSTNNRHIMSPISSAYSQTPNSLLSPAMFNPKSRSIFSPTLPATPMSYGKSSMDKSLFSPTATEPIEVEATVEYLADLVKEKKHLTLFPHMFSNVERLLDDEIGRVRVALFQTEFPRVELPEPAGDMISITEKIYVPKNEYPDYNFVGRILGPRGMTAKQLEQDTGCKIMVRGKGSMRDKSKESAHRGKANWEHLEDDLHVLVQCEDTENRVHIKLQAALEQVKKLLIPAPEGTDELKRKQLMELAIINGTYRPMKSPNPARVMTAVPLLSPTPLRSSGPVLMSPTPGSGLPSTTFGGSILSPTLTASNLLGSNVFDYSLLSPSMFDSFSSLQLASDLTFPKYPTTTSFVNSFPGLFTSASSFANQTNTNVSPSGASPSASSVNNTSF
# EBNA-1 inhibitor: EBNA-1 DNA-binding inhibitors, primary screen, biochemical, fluorescence polarization | inhibition, % at 14.8 µM | hit rate 0.34% among 300,000 | AID 1950, 2009; in the data active = inhibition above about 28%
# MEX-5 binding: MEX-5 zinc finger RNA-binding disruptors – biochemical, C. elegans, fluorescence polarization, MLPCN library, primary screen | Zinc finger protein mex-5 (Caenorhabditis elegans), Q9XUB2 | MEX-5/FITC-TCR2 RNA binding; hits give low values | activity score (negative = inhibition of binding), % at 10 µM | hit rate 0.38% among 300,000;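 active = inhibition past about -25% in most replicates, and total fluorescence under double the plate's negative control median, limit read from the data; inconclusive = replicates evenly split on the limit, or fluorescence at least double controls; inactive = too little inhibition in most replicates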;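 note: 0% = DMSO and -100% = 5 µM competing unlabeled TCR2 RNA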
# MCL1-BIM inh: inhibitors of MCL1 binding to BIM-BH3, primary screen, biochemical, fluorescence polarization; GST-MCL1 / FITC-Bim-BH3 fluorescence polarization; inhibition, % at 10.9 µM; hit rate 0.68% among 320,000;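 active = inhibition above the mean inhibition of all tested compounds plus 3 SD, set per campaign, cut at about 40% in these data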;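 note: 0% = DMSO wells and 100% = unlabeled Bim-BH3 peptide control; higher means more loss of mP so more displacement of Bim peptide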
# Target sequence (Q07820 whole entry, looked up): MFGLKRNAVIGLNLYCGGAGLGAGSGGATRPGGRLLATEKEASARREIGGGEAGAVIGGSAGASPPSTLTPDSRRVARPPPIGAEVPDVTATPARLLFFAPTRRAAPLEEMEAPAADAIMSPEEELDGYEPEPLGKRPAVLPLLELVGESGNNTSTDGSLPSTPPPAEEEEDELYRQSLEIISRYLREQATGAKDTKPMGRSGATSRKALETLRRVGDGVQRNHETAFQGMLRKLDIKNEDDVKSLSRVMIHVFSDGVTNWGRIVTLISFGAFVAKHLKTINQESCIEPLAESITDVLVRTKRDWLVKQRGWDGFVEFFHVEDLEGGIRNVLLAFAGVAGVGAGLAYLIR
# Fam108B inh: mouse Fam108B serine hydrolase inhibitors, primary screen, counter-screen for RBBP9 inhibitor project, biochemical, fluorescence polarization | inhibition, % at 9.51 µM | hit rate 0.33% among 300,000 | recombinant Fam108B, FP-Rh probe fluorescence polarization | AID 1947, 2009;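 active = inhibition above the screen mean inhibition plus 3 SD, computed separately per campaign, cut at about 18% in these data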;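 note: inhibitors lower polarization as less probe binds the enzyme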
# BCLXL inh: inhibitors of human Bcl-xL, primary screen, biochemical, fluorescence polarization, HTS; AID 2129, 2009; GST-Bcl-xL / FITC-Bim BH3 peptide fluorescence polarization; inhibition, % at 10.9 µM; hit rate 0.7% among 320,000;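 active = inhibition above the mean of all tested compounds plus 3 SD, cutoff set per campaign, cut at about 30% in these data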;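 note: 0% = DMSO wells and 100% = unlabeled Bim-BH3 peptide competitor; inhibitors lower millipolarization by displacing the labeled peptide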
# Target sequence (Q07817 whole entry, looked up): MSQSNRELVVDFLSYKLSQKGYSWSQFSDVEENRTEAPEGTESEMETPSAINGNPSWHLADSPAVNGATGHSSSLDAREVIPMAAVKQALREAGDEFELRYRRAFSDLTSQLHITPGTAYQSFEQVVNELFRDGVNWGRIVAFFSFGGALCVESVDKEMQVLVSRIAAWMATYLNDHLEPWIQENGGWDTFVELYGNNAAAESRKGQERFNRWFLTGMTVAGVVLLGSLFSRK
# Efflux pump inh: inhibitors of Candida efflux pumps in yeast, primary screen, S. cerevisiae, Nile Red, multiplex; S. cerevisiae Candida pump triplex; inhibition, % at 10 µM; hit rate 0.44% among 330,000;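 active = plate passing quality check with inhibition over a set limit, or well fluorescence over plate mean plus 4 SD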;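 note: Nile Red retained in pooled yeast measured as flow cytometry median fluorescence; 0% = buffer negative control and 100% = Enniatin B positive control; higher means more Nile Red kept so more efflux inhibition; some compounds called inactive have numbers as strong as hits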
# * marks the source's active call; other numbers are inactive results; ? = inconclusive; . = no result given. Compounds as they come (roughly 2.3% active in at least one column).
SMILES,ZTA counter,CR mimetic SO,GLD-1 RNA inh,EBNA-1 inhibitor,MEX-5 binding,MCL1-BIM inh,Fam108B inh,BCLXL inh,Efflux pump inh
COc1ccccc1C(CNC(=O)C(CCSC)NS(=O)(=O)c1ccccc1F)N1CCCC1 (centres undefined),-2,86,-2,7,0.4,0,3,7,0.0
[N-]=C=C1C(=S)NC(=O)[C@H]([n+]2ccccc2)[C@H]1c1ccc(Cl)cc1,6,98,2,-2,-3.4,3,3,-2,0.2
CC1CCC(NC(=O)c2cccc(S(=O)(=O)N3CCN(C)CC3)c2)CC1 (centres undefined),-8,100,-5,-5,0.4,-8,2,-6,0.1
Clc1ccc(-n2ncc3c(NCCCn4ccnc4)ncnc32)cc1,-3,101,9,6,1.3,4,1,0,0.3
CC(=O)NC(c1ccccc1)c1nc2ccccc2[nH]1 (centres undefined),-9,85,4,-10,3.1,-2,4,0,0.0
COc1ccc(C2=C/C(=C/c3cccnc3)C(=O)O2)cc1OC,-16,110,-48,0,1.3,-93,-2,-36,0.0
COc1ccc(NC(=O)Nc2nc(C)cc(C)n2)c(OC)c1,6,91,1,-6,-1.4,2,0,5,-0.1
O=C(NC(=S)N1CCCCCC1)C1CC1,18,95,0,0,-0.4,19,0,11,0.0
CCN(c1ccccc1)S(=O)(=O)c1ccc2c(c1)N(C(C)=O)CCO2,-6,95,-5,-13,0.2,4,-3,0,0.4
CC12CCC(=O)N1C(C(=O)NNC(=O)COc1ccccc1Cl)CS2 (centres undefined),4,98,4,.,.,3,.,3,-0.1
O=C(NCC1CCN(c2ccc(S(=O)(=O)N3CCOCC3)cc2)CC1)Nc1ccccc1F,-11,90,-4,-11,1.9,1,-7,4,0.2
CCc1ccc2c(CN(C)Cc3ccc(OC(F)F)c(OC)c3)cc(=O)oc2c1,3,94,6,-2,2.2,5,-1,5,0.2
CCOc1ccc(/C=C2\SC(=S)N(CC(=O)Nc3ccccn3)C2=O)cc1,-20,99,5,-2,-1.5,8,2,6,0.0
CCn1c(C)c(C)c2cc(C(=O)NCCN3CCCCCC3)ccc21,0,88,4,-2,0.8,5,1,7,-0.2
CCN1C(=O)N[C@@H](c2cccs2)C(C(C)=O)=C1C,6,98,5,2,-1.6,-2,0,2,0.1

# Single entries from the results shown:
# MEX-5 binding, Clc1ccc(-n2ncc3c(NCCCn4ccnc4)ncnc32)cc1 is entered as 1.3
# GLD-1 RNA inh, CC12CCC(=O)N1C(C(=O)NNC(=O)COc1ccccc1Cl)CS2 (centres undefined) is entered as 4
# BCLXL inh, COc1ccc(NC(=O)Nc2nc(C)cc(C)n2)c(OC)c1 is entered as 5

# Further records
SMILES,ZTA counter,CR mimetic SO,GLD-1 RNA inh,EBNA-1 inhibitor,MEX-5 binding,MCL1-BIM inh,Fam108B inh,BCLXL inh,Efflux pump inh
O=C(CSc1nnc(-c2cccnc2)n1Cc1ccco1)Nc1nc(-c2ccc(F)cc2)cs1,-2,96,3,0,-0.2,7,-2,0,0.0
CCCc1nc2ccccc2c(=O)n1/N=C/c1c(C)[nH]n(-c2ccc(C)cc2)c1=O,-13,108,7,-13,-1.4,13,7,0,0.1
COc1ccc(CCNC(=O)C2CCCN(c3nc(C)cc(C)n3)C2)cc1 (centres undefined),4,122,-3,-25,-0.6,0,2,-4,0.0
CS(=O)(=O)N(CC(=O)NCC1CCCO1)c1cccc([N+](=O)[O-])c1 (centres undefined),1,99,-7,-9,-0.1,-3,-1,4,0.1
CCc1ccc(/C=C/C(=O)C2C(=O)c3ccccc3C2=O)cc1,-1,93,-2,12,-1.1,12,-2,7,0.1
O=[N+]([O-])c1cc(C(F)(F)F)cc([N+](=O)[O-])c1NCCN1CCNCC1,6,137,-18,-18,0.6,7,4,5,0.3
Cn1c(-c2cc3ccccc3oc2=O)nc2ccccc21,-13,87,7,6,-2.3,4,1,6,0.0
O=C(COn1nnc2ccccc21)N1CCN(Cc2ccccc2)CC1,10,104,-10,6,1.2,0,0,3,-0.1
Cc1cc(C)cc(-n2c(SC(C)C(=O)NCc3ccc4c(c3)OCO4)nc3ccccc3c2=O)c1 (centres undefined),-9,101,-2,11,2.5,-11,-3,-5,0.6
O=C(COC(=O)C1CCC1)NCc1ccc(F)cc1,4,86,4,2,2.7,1,-1,-5,0.0
COc1ccccc1/C=C/C(=O)OCC(=O)NCCC1=CCCCC1,17,92,4,-1,2.2,-3,1,2,0.1
CC1(C)C(=O)N(CCN2CCC(C(=O)c3ccc(F)cc3)CC2)c2ccccc21,-5,100,0,-2,.,2,2,4,-0.1
Cc1ccc(NC(=O)COc2cccc(/C=C3\SC(=S)N(CCC(=O)O)C3=O)c2)cc1Cl,25,106,2,11,-1.3,2,-5,8,0.1
Clc1cc2c(c(Cn3cnc4ccccc43)c1)OCOC2,2,100,-7,-4,-0.8,6,6,4,-0.1
COc1ccc2[nH]cc(CCNC(=S)NCCc3ccccc3)c2c1,-14,91,0,8,-0.4,4,7,2,0.1
O=C(NC1CCOCC1)C1CCC(=O)N(Cc2ccc(Cl)cc2)C1 (centres undefined),-5,110,2,-9,-3.4,-1,0,-2,0.1
Cc1ccc(-n2ncc3c2CC(C)(C)CC3NC(=O)CCc2ccncc2)cc1 (centres undefined),1,96,-2,-11,1.1,0,3,5,0.0
COc1ccc(NC(=S)N(CCc2c(C)[nH]c3ccccc23)Cc2cccnc2)cc1,1,94,-3,7,-2.2,5,-4,5,-0.5
O=C(CSCc1ccc(F)cc1)Nc1ccc(F)cc1,-4,94,5,9,-4.6,9,-4,3,0.1
O=C(CCc1nnc(CCCc2ccccc2)o1)NCC(F)(F)F,-13,99,-3,-20,0.8,-1,-4,1,0.5
CCN(C(=O)c1cc2cc3ccc(C)cc3nc2o1)c1ccc(OC)cc1,-10,104,4,-3,0.3,2,-3,3,0.0
COc1ccc(-c2cc(C(=O)Nc3nc4ccccc4s3)c3ccccc3n2)cc1OC,-6,114,1,6,1.4,1,-24,-1,0.0
COc1cccc(/C=C2\SC(=O)NC2=O)c1OCc1ccc(C(=O)O)cc1,4,95,-3,8,-0.5,6,4,5,0.1
O=C1CN(C(=O)COC(=O)CCNS(=O)(=O)c2ccc(Cl)cc2)c2ccccc2N1,-3,108,4,5,0.7,2,0,1,-0.1
O=C(O)C(c1ccccc1)N1C(=O)c2cccc3cccc(c23)C1=O (centres undefined),-12,112,8,-17,0.5,4,9,5,0.0
COc1cccc(C(C)NC(=S)NCc2ccc(F)cc2)c1 (centres undefined),3,100,0,2,3.5,8,-1,3,-0.1
Cn1c(=O)[nH]c(=O)c2c1nc(SCCO)n2Cc1ccccc1Cl,-7,71,8,-5,-0.8,-4,-3,0,0.0
CCN1C(=O)c2cccc3c(S(=O)(=O)NC(Cc4c[nH]c5ccccc45)C(=O)O)ccc1c23 (centres undefined),0,89,0,-8,0.8,-5,5,3,0.2
Cc1ccccc1OCC(=O)OCC(=O)NCc1ccco1,2,102,4,-3,0.4,-7,5,-1,0.0
COc1ccc(SCCN2CCN(CC(C)C)CCC2=O)cc1,-22,.,1,-6,4.7,-4,-1,3,.
O=C1Nc2ccc(Br)cc2C1(O)c1ccccc1 (centres undefined),-16,86,2,-13,1.0,1,-5,1,-0.1
COCCCNCCCOc1ccc(C(C)(C)c2ccccc2)cc1,6,96,1,-6,-2.3,-2,0,7,0.0
CCS(=O)(=O)c1ccc2oc(Nc3ccc(C(C)(C)C)cc3)nc2c1,-6,82,0,1,2.9,-1,6,2,-0.2
Cc1cc(NC2C3CC4CC(C3)CC2C4)n2ncnc2n1 (centres undefined),-15,108,-35,-4,-0.9,-34,4,-20,0.4
CC(=O)n1c(C=Nc2ccc(Cl)cc2)c(O)c2ccccc21,12,93,-105,-6,?,59*,1,81*,0.0
CCOC(=O)COn1c(=O)c(-c2ccc(OC)c(OC)c2)[n+]([O-])c2ccccc21,-3,112,5,-6,-11,72*,-3,14,0.2
NC(=O)c1cc(N)ccc1N1CCCC1,7,94,-5,25,-7.7,21,4,25,-0.1
Cc1ccccc1CN1C[C@@H]2C[C@@H](c3ccc4nsnc4c3)N3CCC[C@@]23C1=O,1,113,-1,3,-0.4,2,-1,4,0.1
Cc1cccc(CNS(=O)(=O)c2csc(C(N)=O)c2)c1,-5,94,3,-2,-1.1,1,2,6,-0.2
COc1ccc(CCNC(=O)C2CCCN(Cc3nc(-c4cccc(Cl)c4)oc3C)C2)cc1OC (centres undefined),13,109,2,11,1.3,3,0,4,0.1
O=C(N/N=C/C1CCCCC1)c1ccccc1-n1cccc1,-4,99,-3,-1,0.0,5,3,4,0.0
CCOc1ccc(NC(=O)CN(C)C(=O)c2cc3c(s2)CCCCC3)cc1OCC,-6,109,2,-6,-3.8,6,-1,2,0.2
CCC(C)(C)C1CCC2(CC1)NC(=O)N(CC(=O)N(C)CC(=O)Nc1ccccc1C(F)(F)F)C2=O (centres undefined),5,95,-4,-2,3.0,0,2,2,-0.2
O=C(c1ccc([N+](=O)[O-])o1)N(Cc1nnc(-c2ccccc2Cl)o1)C1CC1,9,103,8,.,.,33,.,7,0.1
COc1ccc(S(=O)(=O)N2CC(=O)Nc3ccccc32)cc1F,6,103,-3,2,1.3,4,2,-2,-0.1
Cc1cc(CNC(=O)COc2ccc(F)cc2Cl)cc(C)c1O,8,94,0,-2,1.1,3,-3,5,0.0
COC(=O)c1sc2ccccc2c1N,-8,91,-10,-11,-0.2,4,2,4,-0.1
CCCc1cc(=O)[nH]c(SCC(=O)N2CCN(S(=O)(=O)c3ccc(C)cc3)C2)n1,-14,97,7,4,-1.6,-4,2,6,0.0
Cc1cc(=O)nc2c3ccccc3n(C(C)C(=O)NCCN3CCOCC3)n12 (centres undefined),-1,104,-7,12,-3.6,-3,1,-1,0.3
COc1ccccc1NC(=O)c1nn(-c2ccccc2)ccc1=O,15,84,6,2,-2.5,5,-2,5,0.0
COC(=O)CSc1snnc1-c1ccc(Cl)cc1Cl,2,107,3,-4,-1.9,1,0,-2,0.1
CCN1CCN(C(=O)Cn2nc(C)n3c(cc4c(OC)cccc43)c2=O)CC1,-17,77,5,-8,0.6,-4,4,-3,-0.1
Cn1c(=O)[nH]c(=O)c2c1nc(N1CCNCC1)n2Cc1cccc2ccccc12,11,93,10,5,1.2,10,2,4,0.0
CSc1ccc(C2C(C#N)=C(N)N(c3ccccc3)C3=C2C(=O)CCC3)cc1 (centres undefined),9,99,2,-1,2.4,5,6,8,-0.2
Cc1noc(C)c1C(=O)Nc1nc2ccc(F)cc2s1,8,115,-11,.,.,-9,.,-4,0.2
COC(=O)c1ccc(CSc2ncnc3ccccc23)o1,7,101,1,-2,1.2,2,4,0,0.2
CCCCNC(=O)CN1CCC2(O)CCCCC2C1c1ccccc1OC (centres undefined),0,88,79*,-12,0.3,14,-4,15,-0.1
COC(=O)c1cc(NC(=O)C2(S(=O)(=O)c3ccc(C)cc3)CC2)cc(C(=O)OC)c1,3,94,6,-6,0.2,-9,-3,4,0.0
CCN(CC)C(=O)C1CCC(CNS(=O)(=O)c2cccc3nsnc23)CC1 (centres undefined),2,98,-2,8,-0.3,1,-3,2,0.0
